Screens: PubChem, National Center for Advancing Translational Sciences (NCATS)
ERK EGF block: qHTS Assay for Inhibitors of the ERK Signaling Pathway using a Homogeneous Screening Assay; Stimulation with EGF. HEK293-V1b, EGF-stimulated phospho-ERK AlphaScreen. Potency, µM (highest dose often 11.5 µM), for inactives: at the highest dose activity change, negative = inhibition, actives largely listed as inhibitors. hit rate 0.41% among 130,000; active means well fitted inhibition curve with a large enough effect; inconclusive means small, poorly fitted or top-dose-only effect, or effect the other way;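 further: plate controls were stimulated vehicle wells for no effect and unstimulated vehicle basal for full effect; nearly all actives have a fitted effect of over 55% in size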
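Cell line HEK293 (stable V1b), low serum overnight. Pretreatment: compound 30 min, 37C. EGF 25 nM, 5 min. Detection: SureFire AlphaScreen, 5 h RT. AC50 via standard Hill equation.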
* hit, by the source's call; ? = inconclusive; [ ] = another dose, or the depositor's remark. Potency means the concentration at half of the fitted maximal effect. The list is partial, so the mix of outcomes need not match the whole.

mol | ERK EGF block
Cc1cc(C)c(NC(=O)C2CCCN2CCOC(=O)c2cccc([N+](=O)[O-])c2)c(C)c1 (stereo unspecified) | -17%
Cc1ccc(NC(=O)COc2cccnc2[N+](=O)[O-])cc1S(=O)(=O)N1CCOCC1 | 25%
COc1ccc(/C=C2/N=C(SC)NC2=O)cc1OC | -1%[57.5 µM]
CCn1cc(C(=O)NNC(=O)c2ccc(Cl)cc2)c(=O)c2ccc(C)nc21 | ?
O=C(O)c1ccc(-n2cccc2/C=C2/NC(=O)N(c3cccc(Cl)c3)C2=O)cc1 | -2%
Cc1[nH]oc(=O)c1N=Nc1ccccc1 | 3%
CCOc1ccc(/C=C2\SC(=O)N(CCNC(=O)C3COc4ccccc4O3)C2=O)cc1OC (stereo unspecified) | 5%
COc1ccc(CNC(=O)COc2cc(=O)n(C)c3ccccc23)cc1 | -1%
COc1ccc(N2CCN(c3ncccc3C#N)CC2)cc1 | 0%
Nc1nnc(SCC(=O)Nc2ccccc2)s1 | 8%[57.5 µM]
COc1ccc(S(=O)(=O)N2CCOCC2)cc1NC(=O)COc1cccnc1[N+](=O)[O-] | -3%
C=C1CC[C@H](O)C/C1=C/C=C1\CCC[C@]2(C)[C@H]1CC[C@H]2[C@@H](C)/C=C\[C@@H](C)C(C)C | -8%[25.7 µM]
CCc1ccc(-c2cn3nc(-c4ccccc4)cnc3n2)cc1 | -9%[57.5 µM]
CCOc1ccc(N2C(=O)CC(SC(=NC)Nc3cccc(OC)c3)C2=O)cc1 (stereo unspecified) | 0%
Cn1c(NC(=O)C[n+]2cc(-c3ccc(F)cc3)n3c2CCC3)cc(=O)n(C)c1=O | 0%
CCOc1ccc2nc3c(cc2c1)CN(CCOC)C(=NC)S3 | 12%
COC(=O)CCCC1=CC2=CC(=O)C(C)(OC(=O)c3cccs3)C(=O)C2=CN1CCCCO (stereo unspecified) | -3%[57.5 µM]
COc1nc(OCCNS(=O)(=O)c2ccc(C)cc2)nc(N(C)C)n1 | -16%[57.5 µM]
Cc1ccc(C(=O)O)cc1-c1ccc(/C=C2\SC(=O)N(CC(=O)Nc3ccccc3)C2=O)o1 | 0%
CCCNC(=O)OCc1cccnc1Sc1ccc(C)cc1 | 2%
O=c1c2cc(Cl)ccc2nc(-c2ccc(Cl)c(Cl)c2)n1O | ?
O=C(NCc1ccncc1)C(=O)Nc1nc2ccccc2s1 | -4%
CC(C)=Cc1oc2ccc([N+](=O)[O-])cc2c1N1CC(C)OC(C)C1 (stereo unspecified) | -6%
Cc1ccc(C(=O)NCCN2CCCC2)cc1 | -6%

In the list so far, four contain a nitro group on carbon.
mol | ERK EGF block
Cc1cc(C)c(NC(=O)C2CCCN2CCOC(=O)c2cccc([N+](=O)[O-])c2)c(C)c1 (stereo unspecified) | -17%
Cc1ccc(NC(=O)COc2cccnc2[N+](=O)[O-])cc1S(=O)(=O)N1CCOCC1 | 25%
COc1ccc(S(=O)(=O)N2CCOCC2)cc1NC(=O)COc1cccnc1[N+](=O)[O-] | -3%
CC(C)=Cc1oc2ccc([N+](=O)[O-])cc2c1N1CC(C)OC(C)C1 (stereo unspecified) | -6%

Later entries:
mol | ERK EGF block
O=C(c1ccc(F)cc1)n1c(NCc2ccccc2)n[nH]c1=S | -9%
Brc1cccc(/C=N/Nc2nn[nH]n2)c1 | 35%
O=C(Nc1ccc(Cl)cc1)N1CCN(c2ncccn2)CC1 | ?
Cc1ccc(-n2c([C@@H]3C[C@H]3c3ccccc3)n[nH]c2=S)cc1 | -5%
Cc1ccc(-n2nnnc2SCc2nc3sc(C)c(C)c3c(=O)[nH]2)cc1 | -5%
O=C(NCCN1CCCCC1)c1ccc(I)cc1 | 11%
COC(=O)C1C2C=CC3(CN(CCc4ccccc4)C(=O)C13)O2 (stereo unspecified) | 6%
Cc1ccc(CNC(=O)C(=O)NCC2CCCO2)cc1 (stereo unspecified) | 0%
O=C(COC(=O)C1=COCCO1)Nc1cc(S(=O)(=O)N2CCCCC2)ccc1Cl | -11%
O=C(c1ccccc1)C1C(c2ccccc2)C1[N+](=O)[O-] (stereo unspecified) | 10%[57.5 µM]
C#CCNC(=O)C1=C[C@@H](c2ccc3c(c2)OCO3)[C@H](CCCO)[C@@H](OCC)O1 | -14%[57.5 µM]
COc1ccc(C2=NN(CC(=O)Nc3cc(C)ccc3C)C(=O)CC2)cc1 | 0%[57.5 µM]
O=C(CCNC(=O)Cn1ccc2ccccc2c1=O)NCCC1=CCCCC1 | -7%
Cc1ccc(C(=O)CSc2nnc(C(C)C)n2C)cc1C | 2%
O=C(NNC1=NS(=O)(=O)c2ccccc21)c1ccccc1 | 1%[57.5 µM]
O=C(CSc1nc2ccccc2s1)NNC(=S)Nc1ccc(Cl)cc1 | 2%
CCc1cccc(CC)c1NC(=O)COC(=O)C1(C)CC1(Cl)Cl (stereo unspecified) | -12%
CCc1cccc2c(C(=O)CSc3nncn3-c3ccccc3OC)c[nH]c12 | -6%
CN(CCCNC(=O)c1cccc(N2CCCC2=O)c1)c1ccccc1 | 7%
COc1ccc2cc(C3(C)NC(=O)N(CC(=O)Nc4c(C)n(C)n(-c5ccccc5)c4=O)C3=O)ccc2c1 (stereo unspecified) | 3%
COc1ccc(C2CC(c3cccs3)=NN2C(=O)COC(=O)c2cc3ccccc3cc2O)cc1OC (stereo unspecified) | -1%
CCN1CCN(C(=O)/C(C#N)=C/c2ccc(OC(F)F)cc2)CC1 | 4%
COC(=O)CCCC1=CC2=C(c3ccccc3)C(=O)C(C)(OC(=O)C3CCCC3)C(=O)C2=CN1C(CO)CO (stereo unspecified) | -1%[57.5 µM]
CCCCNC(=S)N/N=C1\CCCCc2ccccc21 | 5%
O=C(COc1cccnc1[N+](=O)[O-])NC1CCS(=O)(=O)C1 (stereo unspecified) | -10%
CC(=O)N/N=C/c1cc(C)n(-c2ccc(Br)cc2)c1C | -16%
Cc1ccsc1C(=O)N/N=C/c1ccc([N+](=O)[O-])cc1 | 2%
Cc1ccc(C)c(S(=O)(=O)N2CCCOC2CNC(=O)C(=O)NCCCn2ccnc2)c1 (stereo unspecified) | 1%
CC(C)C(OC(=O)c1cccs1)C(=O)NCc1ccc2c(c1)OCO2 (stereo unspecified) | 8%
O=C(CCl)c1ccc2[nH]c(=O)oc2c1 | 1%[57.5 µM]
CC(C)CN1CCC2(CC1)CCN(C(=O)c1cccc(F)c1)CC2 | -9%
CCN(c1ccccc1)S(=O)(=O)c1ccc2[nH]c(=O)[nH]c2c1 | 7%
CC(C)NC(=O)N1CCCC2(CCN(C(=O)c3csnn3)CC2)C1 | 4%
CN(C)CCCNC(=O)c1ccc(/C=N/O)nc1 | -7%
CC(C)(C)NC(=O)CCCSc1nc2ccccc2s1 | -5%
CC1=Nc2ccccc2/C1=C/c1sc(=S)n(-c2cccc(C(=O)O)c2)c1O | -4%
Cc1scc(C(=O)N/N=C/c2ccco2)c1C | 5%
CC(C)(C)NS(=O)(=O)c1ccc2nc(NC(=O)c3ccc(N4C(=O)CCC4=O)cc3)sc2c1 | -1%
CN(C)C(=O)N(CCCN1CCOCC1)Cc1cccc2ccccc12 | -3%[57.5 µM]
CCOCC(=O)Nc1ccccc1C(=O)O | -5%
Cc1cc(C(=O)Nc2c(C)nn(Cc3ccc(Cl)cc3)c2C)no1 | -4%
CCc1ccccc1NC1Nc2cc(C)nn2S1 (stereo unspecified) | 10%
S=C(NC1CCCCC1)N1CCc2ccccc2C1 | 3%
O=C(N/N=C/c1cc(Br)c(Br)o1)C(O)c1ccccc1 (stereo unspecified) | -4%
CCC(C)(C)NC(=O)C(c1ccccn1)N(C(=O)c1csnn1)C1CCCCC1 (stereo unspecified) | -4%
NC(=O)CC(NC(=O)Cc1cccc2ccccc12)c1ccc(NCCc2ccccc2F)c([N+](=O)[O-])c1 (stereo unspecified) | -28%[57.5 µM]
O=C(NCc1cccnc1)c1cc(Sc2ccc(F)cc2F)nc2ccccc12 | ?
CC1CCc2c(sc3ncn(Cc4ccc(C(=O)O)cc4)c(=O)c23)C1 (stereo unspecified) | -8%
O=C(Nc1ccc(Br)cc1)c1cccc(S(=O)(=O)Nc2cnc3ccccc3c2)c1 | -5%
Cc1ccc(/C=C2\C(=O)Nc3ccccc32)o1 | 4%
CCn1cc(CN2CCc3c([nH]c4ccccc34)C2c2cccc(OC)c2OC)c(C)n1 (stereo unspecified) | -4%
COc1ccc(-c2nn(-c3ccccc3C)cc2CNCCc2cnc[nH]2)cc1F | 11%
Nc1nnc(SCc2nc3scc(-c4ccccc4)c3c(=O)[nH]2)s1 | -9%[57.5 µM]
CC(Sc1ccc2nnc(-c3ccc(F)cc3)n2n1)C(=O)O (stereo unspecified) | -14%[57.5 µM]
CC(C)c1cc(C(=O)N2CCN(C(c3ccccc3)c3ccccc3)CC2)no1 | 2%
Cc1csc(SCC(=O)NCc2ccccc2)n1 | 1%
Cc1ccc(S(=O)(=O)N(C)Cc2ccc(C(=O)N/N=C/c3ccc(OC(F)F)cc3OC(F)F)cc2)cc1 | 1%
O=C1CCC/C(=N\NC(=O)COc2ccc(Cl)cc2)C1 | -4%
COc1cc(CCC(=O)OCC(=O)NCc2ccccc2)cc(OC)c1OC | -8%[57.5 µM]
COc1ccc(NC(=O)NC(=O)c2cc(OCC(F)(F)F)ccc2OCC(F)(F)F)cc1 | -4%[57.5 µM]

Some of these compounds in order of the ERK EGF block value, rising:
mol | ERK EGF block
O=C(Nc1ccc(Br)cc1)c1cccc(S(=O)(=O)Nc2cnc3ccccc3c2)c1 | -5%
O=C1CCC/C(=N\NC(=O)COc2ccc(Cl)cc2)C1 | -4%
CC(C)c1cc(C(=O)N2CCN(C(c3ccccc3)c3ccccc3)CC2)no1 | 2%

Next results
mol | ERK EGF block
CCOC(=O)C1(Cc2cccc(F)c2)CCN(C(=O)COC)CC1 | 5%[57.5 µM]
Cc1ccc2nc(NC(=O)C3CCN(S(=O)(=O)c4cc([N+](=O)[O-])ccc4Cl)CC3)sc2c1 | 5%
CN(C)C(=S)NC(C)(C)C | -10%[57.5 µM]
c1ccc(-c2nc(-c3ccccc3)c(NC3CCCCC3)o2)cc1 | 3%
CC(=O)c1cn(C)c(=O)n(C)c1=O | 2%
CN(C)NC(=S)NC1CC2CCC1C2 (stereo unspecified) | -14%[57.5 µM]
Cc1onc(-c2ccccc2)c1C(=O)OCC(=O)Nc1cc(S(=O)(=O)N2CCOCC2)ccc1Cl | -2%
COc1ccc(N/C=C\C(=O)c2ccc(Br)cc2)cc1OC | 0%
CCCNC(=O)c1ccc(Cn2cc(C(F)(F)F)ccc2=O)cc1 | 3%
COc1ccc(/C=C/C(=O)Nc2cc(S(=O)(=O)N3CCOCC3)ccc2C)cc1OC | 6%
CCOc1ccccc1N(C)C(=O)c1cc2c(=O)n(CC)c3ccccc3c2s1 | -1%[57.5 µM]
COc1ccc(/C=N/OC(=O)Nc2ccc(Cl)cc2)c(OC)c1 | -8%[57.5 µM]
CCC(C)(C)n1nnnc1C(c1ccc(C)cc1)N1CCN(Cc2ccc3c(c2)OCO3)CC1 (stereo unspecified) | 3%
O=C1c2c(O)cc(O)cc2O[C@H](c2ccc(O)c(O)c2)[C@H]1O | 1%[57.5 µM]
Cc1cc([N+](=O)[O-])ccc1NC1CCCC1 | 1%
Cc1oc(-c2cccc(C(F)(F)F)c2)nc1CN1CCOCC1 | -4%
COc1ccc(-c2c(C#N)c(N)nc3c2CCC3)cc1 | -6%
O=C(COC(=O)c1ccc(O)cc1)NCCCc1ccccc1 | -5%
Cc1ccc(NC(=O)CCCSc2nc3ccccc3[nH]2)cc1 | 4%
CCCCS(=O)(=O)/C=C/[C@H]1[C@H](S(=O)(=O)CCCC)[C@H]2C=C[C@@H]1C2 | -4%
Cc1ccc(-c2nnn(CC(=O)N(c3ccccc3)C(C(=O)NCC3CCCO3)c3ccc(F)cc3)n2)o1 (stereo unspecified) | 1%
C=C1C(N)CC2CC1C2(C)C (stereo unspecified) | 19%
CCOC(=O)Cn1c(C)[n+](C)c2cc(Cl)c(Cl)cc21 | -1%
COc1ccccc1N1CCN(C(=O)/C=C/c2cccs2)CC1 | -2%
Cc1ccccc1-c1cc2nc(-c3ccc([N+](=O)[O-])cc3)cc(=O)n2[nH]1 | -9%
O=c1c(-c2cccc(Cl)c2)nc2cncnc2n1Cc1ccccc1Cl | ?
COc1ccc(-c2nnc(SCC(=O)c3ccc(C)o3)o2)cc1 | -16%
COc1ccc(N2CC(C(=O)Nc3nnc(SCC(=O)c4ccccc4)s3)CC2=O)cc1 (stereo unspecified) | 4%
C[C@]1(C(=O)NCC2CC2)C=C[C@@H](Cc2ccccc2)N1C(=O)c1ccccc1 | 2%
CCOc1ccccc1C1C2=C(COC2=O)Nc2cc3c(cc21)OCO3 (stereo unspecified) | -2%
Cc1cc(C)nc(N/N=C/c2cccc(Cl)c2)n1 | -4%
COc1ccc2oc(-c3ccc(NC(=O)c4ccc(N5CCOCC5)c([N+](=O)[O-])c4)cc3)nc2c1 | ?
CCOc1cc(OCC)cc(C(=O)NCCCN2CCOCC2)c1 | 6%
Cc1ccc(CC(=S)N2CCOCC2)cc1 | 5%[57.5 µM]
Cc1nc(C(=O)NC2CCOCC2)sc1C1(C)CC(c2ccccc2)=NO1 (stereo unspecified) | -1%[57.5 µM]
O=C(C1=C[C@@H](c2ccc3c(c2)OCO3)C[C@@H](OCCCCO)O1)N1CCOCC1 | -8%[57.5 µM]
CC1=Nc2ccccc2N=C(NC(=O)CN2CCN(c3ccc(F)cc3)CC2)C1c1ccccc1 (stereo unspecified) | 5%[57.5 µM]
